TNAP activation fold = human TNAP enzyme activators, primary screen, biochemical, luminescent, no phosphate acceptor, uHTS (AID 1001); 200,000 compounds, 0.03% hits; activation fold at 20 µM; hits with a dose series show EC50 in µM; purified TNAP, luminescent activation assay, no phosphate acceptor; higher activation fold means a stronger effect; Alkaline phosphatase, tissue-nonspecific isozyme (Homo sapiens); in the data active means activation fold from about 3, or a potency from the dose series; inactive means the rest, 99 in 100 with activation fold below about 1.6; further: many of its hits are not listed in these tables
ER stress rescue = rescue of cells from ER stress-induced death, primary screen, 384-well, CSM14.1, thapsigargin, ATP luminescence (AID 1222). CSM14.1 thapsigargin-induced death rescue, ATP luminescence; higher % means a stronger effect. one-dose cellular ATP content (survival), % at 20 µM; EC50 in µM for titrated hits. 190,000 tested, under 10 active;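 active means EC50 below 50 µM in the dose-response confirmation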;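 further: death triggered by thapsigargin at about 15 µM added after 2 h compound pretreatment; cell ATP read after overnight thapsigargin exposure of roughly 18 to 22 hours; normalized against plate controls of thapsigargin alone and 5% DMSO vehicle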
human PMI inhibitors = human PMI inhibitors, high substrate, primary screen, biochemical, fluorescence intensity, high mannose 6-phosphate (AID 1220) | Mannose-6-phosphate isomerase (Homo sapiens) | recombinant PMI enzyme, coupled fluorescence intensity; higher % means a stronger effect | one-dose inhibition, % at 20 µM; IC50 in µM for titrated hits | 190,000 compounds, 0.66% hits
Myeloid diff MLP = induction of myeloid progenitor differentiation, primary screen, cell-based, flow cytometry, MLPCN library. calls only at 10 µM. AID 624256, 2012. 360,000 compounds, 1% hits. ER-HoxA9 myeloid progenitors, lysozyme-GFP differentiation;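 active means normalized GFP-positive differentiation at or above the plate's own cutoff, the solvent-only control mean plus 3 SD; inconclusive means no clear call, values can overlap the other calls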;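 further: cells exposed to compound for four days before flow analysis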
LYP inhibition = inhibitors of LYP phosphatase, biochemical, fluorescence intensity, uHTS (AID 1779); recombinant LYP phosphatase, fluorescence intensity; higher % means a stronger effect; Tyrosine-protein phosphatase non-receptor type 22 (Homo sapiens); 290,000 compounds, 0.054% hits; one-dose inhibition, % at 11.5 µM; IC50 in µM for titrated hits;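 further: plate controls were vehicle with enzyme for no effect and no enzyme for full effect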
M1AAP inhibition = P. falciparum M1AAP inhibitors, biochemical, fluorogenic H-Leu-NHMec substrate, 1536-well (AID 1445) | Aminopeptidase N (Plasmodium falciparum (isolate 3D7)) | recombinant M1AAP, H-Leu-NHMec fluorogenic kinetic assay; higher % means a stronger effect | one-dose inhibition, % at 30 µM; IC50 in µM for titrated hits | 220,000 compounds, 0.42% hits;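 active means primary inhibition above the hit cutoff, then over 50% inhibition at one or more dose response concentrations, cut at about 23% in these data, passing the limit was not always enough; inconclusive means conflicting primary data, or primary hits not chosen for dose response; inactive means low primary inhibition, or under 50% at every dose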;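 further: plate controls were DMSO full reaction for no effect and no enzyme background for full effect; strong numbers were not always called active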
PMI inhibitors = inhibitors of human PMI, primary screen, biochemical, fluorescence intensity, coupled assay (AID 1209). Mannose-6-phosphate isomerase (Homo sapiens). purified PMI enzyme, coupled fluorescence intensity; higher % means a stronger effect. inhibition, % at 20 µM; hits with a dose series show IC50 in µM. 190,000 compounds, 0.42% hits;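 further: plate controls were DMSO vehicle for no effect and wells lacking substrate for full effect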
XIAP antagonists = XIAP antagonists, biochemical, IAP family, fluorescence polarization (AID 1018); E3 ubiquitin-protein ligase XIAP (Homo sapiens); XIAP BIR domain, fluorescence polarization peptide displacement; higher % means a stronger effect; one-dose displacement, % at 20 µM; IC50 in µM for titrated hits; 200,000 compounds, 0.007% hits; in the data active means displacement above about 50%; further: a part of the inactive calls stands beside numbers as strong as those of hits
M17LAP inhibition = P. falciparum M17LAP inhibitors, primary screen, biochemical, fluorogenic H-Leu-NHMec substrate, 1536-well (AID 1619) | 220,000 compounds, 0.38% hits | Leucine aminopeptidase (Plasmodium falciparum (isolate 3D7)) | recombinant M17LAP, H-Leu-NHMec fluorogenic kinetic assay; higher % means a stronger effect | inhibition, % at 30 µM; hits with a dose series show IC50 in µM;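 active means compound inhibiting the enzyme by more than half at any dose during confirmatory dose-response retesting; inconclusive means strong single-dose inhibitors picked by rank but not retested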;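 further: plate controls were full reaction with DMSO carrier for no effect and no enzyme background for full effect; strong numbers were not always called active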
Myeloid diff MLP GFP+ MAC1+ % = second read-out of Myeloid diff MLP, no call of its own (marks repeat the call); GFP+ MAC1+ double positive, %; measured here: differentiation confirmed by MAC1 staining
Active calls of the source: *; i = inactive; u = inconclusive; x = not tested or not shown. Unless noted, no stated cut-off is given here; in the data, active means inhibition above about 50%; inactive means the rest.

SMILES | TNAP activation fold | ER stress rescue | human PMI inhibitors | Myeloid diff MLP | Myeloid diff MLP GFP+ MAC1+ % | LYP inhibition | M1AAP inhibition | PMI inhibitors | XIAP antagonists | M17LAP inhibition
Cn1c(=O)c2[nH]c(-c3ccccc3O)nc2n(C)c1=O | 0.6 | -1.1% | 28% | x | x | 1% | u | 24% | -6.0% | -3%
COCCCNC(=O)CCc1nc(-c2ccccc2Cl)no1 | 1 | 2.4% | -3% | i | 0.9 | 0% | 6% | 1% | -5.9% | 2%
CC1=NC(C(F)(F)F)(C(F)(F)F)C2=C(CC(C)(C)CC2=O)N1Cc1ccco1 | 1.1 | -1.6% | 0% | i | 1.1 | -4% | 9% | 6% | -16% | -4%
Cc1ccc(-c2nc3ccc(NS(=O)(=O)c4ccccc4)cc3[nH]2)o1 | 1.1 | -1.5% | -4% | i | 2.5 | -9% | 8% | 6% | -14% | 3%
CCCS(=O)(=O)N1CCCC(C(=O)NC(C)c2ccc3c(c2)OCCO3)C1 (stereo not drawn) | 1.1 | x | 10% | i | 1.0 | 3% | -1% | 17% | -4.7% | 6%
CCCCC(=O)NS(=O)(=O)c1ccc(N=NN(CC)CC)cc1 | 1.1 | 1.2% | -7% | i | 0.5 | -2% | x | -3% | -2.2% | x
CC1CN=C(N(C(=O)Nc2ccccc2)c2ccc(S(=O)(=O)N3CCOCC3)cc2)S1 (stereo not drawn) | 1.1 | x | 0% | i | 0.8 | -1% | 2% | 0% | -2.3% | 0%
O=c1cc(-c2ccc(O)c(O)c2)oc2c(C3O[C@H](CO)[C@@H](O)[C@H](O)[C@H]3O)c(O)cc(O)c12 (stereo partly drawn) | 0.5 | -3.3% | 14% | i | 1.5 | -8% | 1% | 52%* | -7.0% | 38%
CCC(=O)N1C(Cc2ccccc2)COC1(C)C (stereo not drawn) | 1.1 | 0.9% | -8% | i | 0.6 | -7% | -4% | 1% | -14% | 16%
C[C@H](NC(=O)c1nc[nH]c1C(=O)N[C@@H](CCCCNC(=O)OC(C)(C)C)C(=O)OC(C)(C)C)C(=O)OC(C)(C)C | x | x | x | i | 1.3 | 7% | -9% | x | x | 1%
O=C1CCCc2ccccc2N1Cc1cccc(F)c1 | 1.1 | -1.4% | -4% | i | 0.7 | -8% | 3% | -10% | -10% | 2%
COc1ccc(C2CC(c3ccc(OC)cc3)n3nc(N)nc3N2)cc1 (stereo not drawn) | 1.1 | -2.5% | 10% | i | 1.5 | -5% | x | 13% | 19% | x
CCN(CC)S(=O)(=O)c1ccc(OC)c(NC(=O)c2cc([N+](=O)[O-])ccc2Cl)c1 | 1 | 2.8% | -5% | u | x | 0% | -5% | 2% | -8.7% | -6%
CC(C)Cc1nnc(NC(=O)CSc2nc(N)cc(=O)[nH]2)s1 | 1 | -3.6% | -6% | i | 0.4 | -1% | 3% | -6% | -2.8% | 15%
CC(=O)Nc1ccc(N2CCN(C(C)=O)CC2)cc1 | 1.1 | -0.6% | 34% | i | 6.4 | -6% | 6% | 16% | -3.3% | -2%
CCOC(=O)C(C)n1cnc2sc(C)c(C)c2c1=O (stereo not drawn) | 1.1 | 0.4% | 0% | i | 0.5 | -6% | 9% | -1% | -4.4% | -13%
CCOC(=O)Cc1csc(-n2sc3ccccc3c2=O)n1 | 1 | -0.9% | 23µM* | i | 10 | -3% | -5% | 99%* | -4.7% | 0%
COc1ccccc1CNC(=O)C1=CCN(S(=O)(=O)c2ccc(C)cc2)CC1 | x | x | x | i | 0.3 | -2% | 6% | x | x | -2%
Cc1c(NC(=O)c2c(O)c3ccccc3n(C)c2=O)c(=O)n(-c2ccccc2)n1C | 1.1 | -0.4% | 0% | i | 0.2 | -7% | -1% | 1% | -5.9% | 0%
Cc1cc(=O)oc2c(C(=O)/C=C/c3ccccc3)c(O)ccc12 | 1.1 | 4.2% | -4% | i | 0.7 | -3% | 7% | 3% | -3.1% | -9%
COc1ccc(C(CNC(=O)c2cc(SC)ccc2Cl)N(C)C)cc1 (stereo not drawn) | x | x | x | i | 0.5 | 2% | 3% | x | x | -7%
O=C(Nc1ccc(Cl)cc1Cl)c1n[nH]c(Cn2cncn2)n1 | 0.9 | -2.7% | 4% | i | 2.8 | -8% | -4% | -10% | 0.7% | 9%
Cc1ccc(CS(=O)(=O)CCC(=O)NCCN(C)Cc2ccccc2)cc1 | 1.1 | -2.6% | 7% | i | 1.6 | 0% | -1% | 4% | -4.3% | -3%
O=C(CN1CCCCCCC1)NC(=O)NC1CCCCC1 | 1 | -1.2% | -10% | i | 0.4 | 2% | 5% | 0% | -6.4% | 7%
Cn1cc(S(=O)(=O)N2CCN(c3ccccc3F)CC2)c(=O)n(C)c1=O | 1 | -1.2% | 1% | i | 4.0 | -4% | 3% | 0% | -6.8% | -12%

The listing continues.
SMILES | TNAP activation fold | ER stress rescue | human PMI inhibitors | Myeloid diff MLP | Myeloid diff MLP GFP+ MAC1+ % | LYP inhibition | M1AAP inhibition | PMI inhibitors | XIAP antagonists | M17LAP inhibition
Cc1cccc(-c2nc3c(c(SCC(=O)N4CCOCC4)n2)CCCC3)c1 | 1.1 | -1.7% | 10% | i | 0.6 | -5% | -2% | 17% | -4.2% | 7%
CCOC(=O)N1CCN(C2CC(=O)N(c3ccc(Oc4ccccc4)cc3)C2=O)CC1 (stereo not drawn) | 1.1 | -2.2% | -2% | i | 6.7 | -4% | -6% | -1% | -1.2% | -5%
CC(C)C12CN3CC(C(C)C)(CN(C1)C3c1ccccc1O)C2=O (stereo not drawn) | 1.1 | -1.6% | 10% | i | 0.7 | 2% | 1% | 7% | -1.6% | 3%
O=c1c2ccccc2[nH]c(=S)n1Cc1cccnc1 | 1.1 | -0.3% | -3% | i | 6.6 | -8% | -5% | -6% | -3.0% | 3%
O=C(NCC1CC1)c1ccc(Nc2nc3ccc(Br)cc3[nH]2)cc1 | 1 | 0.6% | 11% | i | 2.5 | -4% | 6% | 84%* | -5.5% | 7%
CCC(=O)c1ccc(OCCSc2ncccn2)cc1 | 1.1 | x | 1% | i | 0.3 | -6% | -5% | 8% | -7.3% | -3%
O=C(Nc1cn(-c2ccccc2)nc1-c1ccc(Cl)cc1)c1ccccc1 | 1 | -1.1% | 4% | i | 0.0 | -1% | 7% | 1% | -8.1% | -14%
CC(C)(C)c1ccc(CS(=O)(=O)CC2(O)CCN(C(=O)c3cccc(C(F)(F)F)c3)CC2)cc1 | 1.1 | 0.6% | -10% | i | 0.5 | -8% | 8% | -6% | 0.7% | -6%
CC(=O)CCc1c(C)nc2ccc(C(=O)O)cc2c1Cl | 1 | -2.8% | 7% | i | 0.4 | 1% | 12% | 6% | -5.3% | -30%
Cn1c(=O)[nH]c(=O)c2c1nc(N1CCCC1)n2CC(O)COc1ccccc1 (stereo not drawn) | 0.8 | -0.4% | 3% | i | 2.3 | -4% | 3% | -4% | -6.3% | -5%
Clc1ccc(-c2csc(N/N=C/c3cccnc3)n2)c(Cl)c1 | 1.2 | -3.7% | -16% | i | 0.7 | -6% | 2% | -17% | -2.7% | -1%
O=C(Nc1cccnc1)c1ccccc1-c1nc(-c2ccccc2F)no1 | 0.8 | -0.5% | -10% | i | 1.4 | -2% | 6% | -8% | -4.9% | 4%
Cc1nn(-c2ccccc2)c2sc(C(=O)OC3CCOC3=O)cc12 (stereo not drawn) | 1.2 | x | 10% | i | 1.1 | 2% | 0% | 14% | 0.3% | -4%
CCOC(=O)c1sc(/N=C/c2ccc(O)cc2O)cc1C | 1 | -3.4% | 45% | i | 1.7 | -3% | 8% | 29% | -10% | 14%
CCCc1nnc(SCc2ccc(OC)cc2)n1N | 1.1 | -3.4% | 10% | i | 0.9 | -2% | 1% | 20% | -1.1% | 9%
Cc1ccc(OCC(=O)NC2CCCC2)c(C)c1 | 1.1 | -0.8% | 1% | i | 1.1 | -4% | -1% | 1% | -1.9% | -3%
CC1CCC(NC(=O)Nc2cccs2)CC1 (stereo not drawn) | 1.2 | -1.4% | 8% | i | 0.7 | -4% | 6% | 9% | -1.3% | 17%
Cc1cc(C)nc(N(C#N)Cc2ccc([N+](=O)[O-])cc2)n1 | 1 | -0.8% | x | i | 1.1 | -6% | 12% | x | 0.6% | 9%
CCc1cc(SC#N)cc(C)c1N | 1.1 | -2.0% | -2% | i | 0.2 | -3% | -2% | -5% | -5.7% | -2%
CCOC(=O)C(=O)Nc1ccccc1C(N)=O | 1.3 | -0.4% | 4% | i | 0.6 | -8% | 3% | -1% | 0.5% | -4%
COc1ccc(-c2[nH]ncc2-c2cnn(-c3ccccc3)c2)c(O)c1 | 1.2 | 1.2% | -1% | i | 1.2 | -7% | 3% | 0% | -5.2% | -4%
CCN(CC)c1ccc(NC(=O)Cn2ncc3c(C)n(Cc4ccccc4F)c(C)c3c2=O)c(C)c1 | 1.1 | 1.1% | 34% | i | 0.0 | 0% | 7% | 20% | -4.9% | 1%
CCOC(=O)N/N=C\C=C\c1ccco1 | 0.9 | -1.7% | 17% | i | 0.5 | 0% | 2% | 1% | -1.6% | 35%
COC(=O)Cn1ccc(-c2ccc(Cl)cc2)c(C#N)c1=O | 1 | 1.9% | 1% | i | 0.3 | -5% | 9% | 6% | -7.2% | 9%
COc1cccc(CC2(CO)CCCN(Cc3cn[nH]c3-c3cc(C)ccc3C)C2)c1 (stereo not drawn) | 1.1 | -2.4% | 6% | i | 0.5 | -8% | -1% | 1% | -0.8% | 20%
Nc1c(C(=O)OCC2CCCO2)c2nc3ccccc3nc2n1C1CCCCC1 (stereo not drawn) | 1.2 | 0.5% | 47% | i | 5.3 | -9% | 6% | 15% | -7.4% | -7%
Cc1ccc(S(=O)(=O)NNC(=O)C2CCN(Cc3ccccc3)CC2)cc1 | 1.1 | 1.5% | -14% | i | 1.7 | -5% | 3% | -10% | 1.4% | -1%

Molecules listed so far containing a furan ring, fused or not:
SMILES | TNAP activation fold | ER stress rescue | human PMI inhibitors | Myeloid diff MLP | Myeloid diff MLP GFP+ MAC1+ % | LYP inhibition | M1AAP inhibition | PMI inhibitors | XIAP antagonists | M17LAP inhibition
CC1=NC(C(F)(F)F)(C(F)(F)F)C2=C(CC(C)(C)CC2=O)N1Cc1ccco1 | 1.1 | -1.6% | 0% | i | 1.1 | -4% | 9% | 6% | -16% | -4%
Cc1ccc(-c2nc3ccc(NS(=O)(=O)c4ccccc4)cc3[nH]2)o1 | 1.1 | -1.5% | -4% | i | 2.5 | -9% | 8% | 6% | -14% | 3%
CCOC(=O)N/N=C\C=C\c1ccco1 | 0.9 | -1.7% | 17% | i | 0.5 | 0% | 2% | 1% | -1.6% | 35%
